Bioassay records (PubChem)
14-3-3 PPI = modulators of human 14-3-3 gamma - Raf peptide interaction; inhibition, % at 40 µM; P61981; FP, 14-3-3gamma / TMR-pS259-Raf peptide binding; 160,000 compounds, 0.19% hits; in the data active = inhibition above about 30%;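 also: 0% = protein plus tracer without compound and 100% = blank with tracer alone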
Target sequence (P61981 whole entry, looked up): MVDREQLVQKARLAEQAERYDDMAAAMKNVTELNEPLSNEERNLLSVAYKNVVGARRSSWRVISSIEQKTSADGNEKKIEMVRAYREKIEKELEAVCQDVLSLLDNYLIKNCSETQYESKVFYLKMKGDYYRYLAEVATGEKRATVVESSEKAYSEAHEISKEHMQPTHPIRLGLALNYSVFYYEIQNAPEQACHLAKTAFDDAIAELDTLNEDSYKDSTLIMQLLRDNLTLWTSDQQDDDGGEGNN
Numbers without * were called inactive; & = joins results of further samples.

SMILES	14-3-3 PPI
Cc1ccc(-c2nnc(SCC(=O)N3CCN(c4ccccc4)CC3)o2)cc1	7.7
CCOC(=O)CN1C(=O)C(=O)c2cccc(C)c21	-4.1
COc1ccc(C=Nc2ccc(O)c(-c3nc4ccccc4s3)c2)cc1Br	-143.8
O=C(NC1CCCC1)c1cc2nc(-c3ccc(Br)cc3)cc(C(F)(F)F)n2n1	7.9
CC(=O)N1c2ccccc2NC2=C(C(=O)CC(C)(C)C2)C1c1cccc(F)c1 (stereo not drawn)	-7.0
O=C(Nc1nc(-c2ccc(Oc3ccccc3)cc2)cs1)c1cc(Cl)ccc1[N+](=O)[O-]	0.0
Cc1nn(C(=O)c2ccccc2F)cc1[N+](=O)[O-]	1.1
CCOC(=O)Cn1cnc2c(nnn2-c2ccc(OC)cc2)c1=O	-1.9
O=C(O)CSc1nnc(CNc2ccccc2Cl)n1-c1ccccc1	-1.8
CCC1Oc2ccc(C)cc2N(CC(=O)N(C)CCC#N)C1=O (stereo not drawn)	-2.2
CCOc1ccc(N2C(=O)C3C(C(=O)OC)=NN(C(C)=O)C3C2=O)cc1 (stereo not drawn)	-2.6
Cc1ccccc1C(=O)Nc1sc2c(c1C(=O)N1CCOCC1)CCCCC2	1.6
CC(=O)N1CCc2cc(S(=O)(=O)NCCC(=O)Nc3cccc(C(F)(F)F)c3)ccc21	0.2
CN1CCc2c(sc(NC(=O)c3ccc(S(=O)(=O)N4CCOCC4)cc3)c2C(N)=O)C1	-39.9
CCCNC(=O)Cn1cnc2sc(C(=O)N(C)Cc3ccccc3)c(C)c2c1=O	-2.2
CCc1cccc(NC(=O)C2CCCC2)c1	2.5
CC(C)Cc1cc(C(=O)N2CCN(c3ccc(F)cc3)CC2)no1	-7.7
CCC(C)(C(=O)NC1CCCC1)N(C(=O)C1CCC(=O)N1)c1ccc(C)cc1 (stereo not drawn)	-8.6
COc1ccc(-c2nn(-c3ccccc3)cc2CO)cc1OC	-2.2
COc1cc(NS(=O)(=O)c2cc(Br)cc3c2N(C(=O)C2CC2)CC3)cc(OC)c1	-6.9
CC(C)(C)OC(=O)N1CCCC1C(=O)N1CCc2ccccc21 (stereo not drawn)	-1.2
CCCCSc1nc(C)cc(=O)[nH]1	-11.8
CC(Oc1ccccc1)C(=O)Nc1c2c(nn1-c1ccc(F)cc1)CS(=O)(=O)C2 (stereo not drawn)	-2.1
Cc1ccc2c3c(ccc2n1)NC1=C(C(=O)CCC1)C3c1ccccc1C(F)(F)F (stereo not drawn)	0.4
COC(=O)c1cc(OC)c(OC)cc1N=C(C)c1c(C(F)(F)F)[nH]n(-c2nc3ccccc3s2)c1=O	-7.2
Additional records
SMILES	14-3-3 PPI
COc1ccc(-c2noc(CCC(=O)N(C)c3ccccc3C)n2)cc1	6.1
Cc1ccc(C2N(c3cccc(Cl)c3)C(=O)C3CCCN32)o1 (stereo not drawn)	-2.7
Nc1sc2c(c1C(=O)Nc1ccccc1Cl)CCC2	-277.2
Cc1ccc(Nc2nc(N3CCOCC3)nc(N3CCOCC3)n2)cc1	-0.6
O=C1OCCC1Sc1nc2ccccc2n1-c1ccccc1 (stereo not drawn)	-2.3
CCN(CC(=O)Nc1ccccc1OC)C(=O)C1CC2C=CC1C2 (stereo not drawn)	-8.3
CCOC(=O)c1ccc(NC(=O)CSc2nccn2-c2cccc(C)c2)cc1	-3.4
COCCn1cnc2sc(C(=O)NC3CCCCC3)c(C)c2c1=O	-5.6
O=C(CN1CCN(Cc2ccc3c(c2)OCO3)CC1)N1CCc2[nH]c3ccc(F)cc3c2C1	0.5
c1ccc(-c2noc(C3CCCCC3)n2)nc1	-1.9&3.2
CC(=O)Nc1cc([N+](=O)[O-])ccc1NS(=O)(=O)c1ccc(C)cc1	-4.8
COc1cc(C2=NOC(C(=O)N3CCN(c4ccc(F)cc4)CC3)C2)cc(OC)c1OC (stereo not drawn)	-3.2
CCOc1cc2c(cc1OCC)C1C(C(=O)Nc3cc([N+](=O)[O-])ccc3OC)c3ccccc3C(=O)N1CC2 (stereo not drawn)	6.7
O=C1CC(C=Cc2cccc([N+](=O)[O-])c2)=Nc2ccccc2N1	-0.2
CN1CCN(c2nc3nonc3nc2N2CCN(C)CC2)CC1	5.5
Cc1ccc(/C(O)=C2\C(=O)C(=O)N(CCN3CCOCC3)C2c2ccc(C)cc2)cc1 (stereo not drawn)	6.6
COc1cccc(C2CC(c3ccccc3Cl)n3ncnc3N2)c1 (stereo not drawn)	-3.6
COC(=O)C1=C(C)NC(=O)NC1c1ccccc1[N+](=O)[O-] (stereo not drawn)	-7.2
CN(C)C=C1C=C(c2ccccc2)N(C)C1=S	2.2
CCN(CC)c1ccc(C(=O)Nc2nc3c(ccc4ccccc43)s2)cc1	-3.4
CCc1cccc(NC(=O)CCc2nc(-c3cccs3)no2)c1	1.3
CCOC(=O)N1CCN(C(=O)C2c3cc(OC)c(OC)cc3C(=O)N3CCc4ccccc4C23)CC1 (stereo not drawn)	-2.4
Cc1ccc(-n2nc(C(=O)N3CCCCC3)c3c4ccccc4n(C)c3c2=O)cc1	1.5
Cc1ccc(S(=O)(=O)C(C#N)c2nc3ccccc3nc2N2CC(C)OC(C)C2)cc1C (stereo not drawn)	-11.2
COc1cc(C)c(Cl)c(C)c1S(=O)(=O)NCc1ccc2c(c1)OCO2	-0.8
Additional structures follow.
SMILES	14-3-3 PPI
Cc1cc(C)n(CCOc2ccc(Cl)cc2Cl)n1	2.9
Cc1ccc(OC(=O)c2ccc(Br)c(S(=O)(=O)N3CCOCC3)c2)c(-n2nc3ccccc3n2)c1	-1.8
CC1(C)CC(=O)C(Sc2ncnc3nc[nH]c23)C(=O)C1	2.1
Cc1c(C(=O)Nc2ccc([N+](=O)[O-])cc2)sc2nc(-c3ccccc3)cn12	-3.6
COc1ccc(-n2nc3cc(C)c(NC(=O)c4cccc(C)c4)cc3n2)cc1	-3.2
COc1ccc(OC)c(S(=O)(=O)N2C(C)CCCC2C)c1 (stereo not drawn)	-12.1
Cc1cc(C)cc(C(=O)NCCc2cc3cc(C)c(C)cc3[nH]c2=O)c1	9.3
CCN(CC)C(=S)Oc1ccc(C(=O)Nc2cccc3ccccc23)cc1	-6.6
CCOC(=O)c1cccc(N2C(=O)C3C4C=CC(C)(O4)C3C2=O)c1 (stereo not drawn)	-31.1
COc1cccc(-c2noc(CCC(=O)Nc3cccnc3)n2)c1	-7.1
Nc1ccc(-n2c3ccccc3c3ccccc32)cc1	-6.4
O=C1C2C(C(=O)N1c1ccc(F)cc1)N1CCCN1C2c1ccncc1 (stereo not drawn)	0.3
Cc1ccc(C(c2cccc([N+](=O)[O-])c2)c2ccc(C)o2)o1	-4.5
COc1ccc(N2CCN(C(=O)c3ccc(-n4nc(C)cc4C)cc3)CC2)cc1	1.7
CCOc1cc(C(=O)Nc2cc(C)on2)cc(OCC)c1OCC	-4.7&-3.5
Cn1c(=O)c2c(nc(CN3CCN(c4ccccc4)CC3)n2CCc2ccccc2)n(C)c1=O	-1.6
Nc1sc2c(c1C(=O)Nc1ccc(Cl)cc1)CCC2	-289.0
CCOC(=O)c1cc(C#N)c(SCC(=O)OC)[nH]c1=O	-44.6
CCOc1ccc(C2Nc3ccccc3-c3nnc(SC)nc3O2)cc1C (stereo not drawn)	-68.8
COc1cccc(-c2nnc(NC(=O)c3ccc(S(=O)(=O)N4CC(C)OC(C)C4)cc3)o2)c1 (stereo not drawn)	-4.7&-13.5
CN(Cc1ccco1)C(=O)C1CCC(=O)N1Cc1ccc(F)cc1 (stereo not drawn)	3.5&-1.1
CCC(C)NC(=O)c1ccc(S(=O)(=O)c2ccc(OC)cc2)c([N+](=O)[O-])c1 (stereo not drawn)	-4.6
CCN(CC)c1ccc(C2Oc3ccccc3C3CC(c4cccs4)=NN32)cc1 (stereo not drawn)	-145.0
C=CCn1c(=S)[nH]c2scc(-c3ccccc3Cl)c2c1=O	-8.0
COc1ccc(OC)c(NC(=O)C2c3ccccc3Oc3ccccc32)c1	-12.8

Shown bar-delimited: entries from further up
Molecule | 14-3-3 PPI
CCOC(=O)c1cccc(N2C(=O)C3C4C=CC(C)(O4)C3C2=O)c1 (stereo not drawn) | -31.1
COc1cccc(-c2noc(CCC(=O)Nc3cccnc3)n2)c1 | -7.1

Ordered by the number under 14-3-3 PPI (falling): some entries from above.
SMILES	14-3-3 PPI
COc1ccc(N2CCN(C(=O)c3ccc(-n4nc(C)cc4C)cc3)CC2)cc1	1.7
Cn1c(=O)c2c(nc(CN3CCN(c4ccccc4)CC3)n2CCc2ccccc2)n(C)c1=O	-1.6
Cc1ccc(OC(=O)c2ccc(Br)c(S(=O)(=O)N3CCOCC3)c2)c(-n2nc3ccccc3n2)c1	-1.8
CCC(C)NC(=O)c1ccc(S(=O)(=O)c2ccc(OC)cc2)c([N+](=O)[O-])c1 (stereo not drawn)	-4.6
CCOC(=O)c1cc(C#N)c(SCC(=O)OC)[nH]c1=O	-44.6

(next part)
SMILES	14-3-3 PPI
Cc1ccc(/C(O)=C2\C(=O)C(=O)N(c3nccs3)C2c2ccc(C)cc2)cc1 (stereo not drawn)	-15.5
CCCCSc1nc(C)c(CC(=O)OC)c(=O)[nH]1	-1.5
O=C1C(Cl)=C(N2CCCCC2)C(=O)N1c1ccccc1	-8.4
COc1cccc(-c2nn(C)c3sc(C(=O)NCc4ccccn4)cc23)c1	-1.2
CCCCOC(=O)c1c(C)oc2ccc(NS(=O)(=O)c3ccc(Br)cc3)cc12	-14.5
CC(C)(C)C1CCc2onc(C(=O)Nc3cc(Br)ccc3O)c2C1 (stereo not drawn)	-10.5
CC1Cc2ccccc2N1C(=O)CSc1nc2ccccc2n1CC(=O)N1CCOCC1 (stereo not drawn)	-4.1
CC(C)C(NS(=O)(=O)c1cccs1)C(=O)NCCN1CCN(c2ccccc2)CC1 (stereo not drawn)	-16.6
COc1ccc2cc(CN(CCc3ccccc3)Cc3nnnn3Cc3ccco3)c(=O)[nH]c2c1	-7.7
COCCCn1c(SCC(=O)NC2CCCCC2)nc2c(sc3ccccc32)c1=O	2.4
CC12CN3CC(C)(CN(C1)C3c1ccc(F)cc1)C2=O (stereo not drawn)	-6.8
COc1ccc(-c2ccc(SCC(=O)N3CCOCC3)nn2)cc1	-3.5
Cc1cc(C)n(-c2cc(N3CCN(C(=O)c4ccc(C(C)(C)C)cc4)CC3)ccc2[N+](=O)[O-])n1	-0.2
Cc1cc(N2C(=O)CSC2c2cccnc2)ccc1Br (stereo not drawn)	-2.2
COCC(O)CN1CCN(c2ccc(Cl)cc2[N+](=O)[O-])CC1 (stereo not drawn)	0.1
COC(=O)c1cc(=O)nc2sc(-c3cccs3)nn12	0.2
CCn1nc(C(=O)OCc2c(C)noc2C)c2ccccc2c1=O	-7.4
O=C(O)CSc1nc2sc3c(c2c(=O)n1Cc1ccccc1)CCCCC3	1.9
CCOC(=O)Cc1csc(NC(=O)c2c(O)c3ccccc3[nH]c2=O)n1	-9.0
CCOC(=O)C1=C(C)NC2=C(C(=O)CC(c3ccc(OC)cc3)C2)C1c1ccccc1OCc1ccccc1 (stereo not drawn)	-2.2
CCOC(=O)C1CCN(Cc2nc(-c3ccc(OC)c(OC)c3)no2)CC1	0.8
O=C(Nc1ccc2oc(-c3ccccc3F)nc2c1)c1ccccc1I	-11.1
Brc1ccccc1-c1nc(-c2ccncc2)no1	-1.9
Cc1ccc(CSc2oc(-c3ccco3)nc2S(=O)(=O)c2ccc(C)cc2)cc1	-30.5
Cc1cc(Cl)ccc1OC(=O)C(C)N1C(=O)c2ccccc2C1=O (stereo not drawn)	-2.8

Next section, starting with the last 3 of the part before.
SMILES	14-3-3 PPI
Brc1ccccc1-c1nc(-c2ccncc2)no1	-1.9
Cc1ccc(CSc2oc(-c3ccco3)nc2S(=O)(=O)c2ccc(C)cc2)cc1	-30.5
Cc1cc(Cl)ccc1OC(=O)C(C)N1C(=O)c2ccccc2C1=O (stereo not drawn)	-2.8
O=C(c1cccs1)c1ccc(-c2cccs2)s1	-13.3
Cc1cccc2oc(-c3cc(N=Cc4ccc(Br)cc4)ccc3O)nc12	-66.3
C[N+](C)(C)CCO	1.8
CCCCCCn1c(SCC(C)C)nc2c1c(=O)[nH]c(=O)n2C	-6.3
CCc1ccc2[nH]c(=O)c(CN(Cc3ccccc3OC)Cc3nnnn3Cc3ccco3)cc2c1	-9.3
Cc1cc(C)cc(NC(=O)CSc2nnc(Cn3c(=O)sc4ccccc43)n2C)c1	1.9
CN(C)c1ccc(NC(=O)CN2CCN(CC(=O)Nc3ccccc3Cl)CC2)cc1	-8.5
O=C(NCC1CCCO1)c1cccc(Br)c1 (stereo not drawn)	-5.8
O=C(NCc1ccncc1)C(=O)Nc1ccc(F)cc1	-8.9
CCCCOc1ccc(C(=O)N2N=C(C)CC2(O)C(F)(F)F)cc1 (stereo not drawn)	0.0
O=C(NCc1n[nH]c(=S)n1-c1cccc(Cl)c1)c1ccccc1F	2.8
CCc1ccc(C=NC23CN4CN(CN(C4)C2)C3)s1	-0.4
Nn1c(SCC(=O)N2CCCCC2)nnc1-c1ccncc1	-6.7
COCCn1c(=O)[nH]c2cc(C(=O)NCc3cccs3)ccc2c1=O	-4.9
Cc1cccc(N2C(=O)CSC2c2cccc(C(F)(F)F)c2)c1 (stereo not drawn)	0.8
CN1CCCNC1c1ccc([N+](=O)[O-])cc1 (stereo not drawn)	2.6
O=C(Oc1ccc(F)cc1)c1cccc([N+](=O)[O-])c1	-13.5
COC(=O)Cn1cnc2sc(C(=O)Nc3ccccc3OC)c(C)c2c1=O	-7.5
Cc1ccc(C(=O)Nc2cccc(F)c2)cc1S(=O)(=O)N1CCCCC1	-12.6
CCSc1nnc(-c2ccc(C)c(S(=O)(=O)N(C)C)c2)c2ccccc12	-0.1
COc1ccc2c(c1)C1=NN(C(C)=O)C(c3ccc(F)cc3)C1CC2 (stereo not drawn)	-11.6
Cc1ccc(-c2cnc(-c3ccncc3)o2)cc1	-2.1
COc1ccc(C(=O)COC(=O)CCN2C(=O)C3C4CCC(C4)C3C2=O)cc1 (stereo not drawn)	5.2
Cc1cccc(C)c1NC(=O)c1ccc(Cl)cc1	-7.2
CCOC(=O)c1c(NC(=O)c2ccc(S(=O)(=O)N3CC(C)CC(C)C3)cc2)sc2c1CC(C)(C)NC2(C)C (stereo not drawn)	3.5
COc1ccc(C2(CNC(=O)C3(c4ccccc4)CCCC3)CCCC2)cc1OC	-6.0
Cc1cc(C)cc(NS(=O)(=O)c2ccc3[nH]cc(C(=O)NCCc4ccccc4)c(=O)c3c2)c1	-10.9

An excerpt. The share of hits here may be higher or lower than overall.
